Screens as filed in PubChem BioAssay.
LMPTP block – LMPTP (human) inhibition; inhibition, % at 20 µM; recombinant LMPTP-A, OMFP fluorogenic substrate, fluorescence intensity; 0.22% of 360,000 active; AID 651560;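 active = compounds that cut the enzyme signal by at least half of the control window in the single-dose screen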;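 note: plate controls were DMSO wells with enzyme plus substrate for no effect and substrate without enzyme for full effect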
Target sequence (P24666 whole entry, looked up): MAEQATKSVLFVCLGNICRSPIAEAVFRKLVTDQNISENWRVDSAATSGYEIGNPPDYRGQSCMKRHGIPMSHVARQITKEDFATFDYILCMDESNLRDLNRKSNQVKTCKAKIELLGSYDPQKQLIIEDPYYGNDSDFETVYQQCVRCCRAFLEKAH
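Assay system: LMPTP-A enzyme. Input: 0.625 nM LMPTP-A final. Probe or stimulus: 400 µM OMFP. Compound dosing: single 20 µM dose. Schedule: 50 min dark incubation at room temperature. Detection: fluorescence intensity of OMFP turnover product. Read-out: percent inhibition versus substrate-only and uninhibited controls. Benchmarks: no-enzyme low control, uninhibited high control.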
Scp-1 inhibitor – Scp-1 (human) phosphatase inhibition. Q9GZU7. inhibition, % at 20 µM. Recombinant Scp1, phosphopeptide, malachite green phosphate absorbance. 0.88% of 340,000 active;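 active = inhibition above about 50% at 20 µM, limit read from the data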;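 note: plate controls were DMSO wells with enzyme for no effect and wells lacking enzyme for full effect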
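Times: enzyme reaction 45 min at room temperature, colour 5 min, stabilisation 30 min. Material: SCP-1 catalytic fragment, aa 76-261. Medium: Acidic Tris acetate buffer with magnesium and detergent. Signal: colorimetric free-phosphate detection, absorbance 630 nm. Read-out basis: % inhibition of SCP-1 phosphate liberation. Reagent: Phosphorylated 17-residue peptide substrate.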
MT1-MMP act inh – inhibitors of human MT1-MMP activation. 0.061% of 360,000 active. P50281. AID 651647. HT1080 RFP-PRO-GFP cells, GFP/RFP ratio fluorescence, overnight; percent of plate control window, DMSO zero. GFP/RFP ratio change, % at 20 µM;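 active = GFP/RFP ratio change of at least 30% with cell ATP level not reduced by more than half and red fluorescence within 50% of control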; note: strong numbers were not always called active
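Assay system: RFP-PRO-GFP reporter HT1080 cells; read-out basis: GFP/RFP fluorescence ratio; benchmarks: DMSO wells and RFP-L50D-GFP cells; doses: 20 µM single dose, 1% DMSO; schedule: overnight cell settling, then overnight compound exposure, 37 °C, 5% CO2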
STEP inh – blocks human striatal-enriched tyrosine phosphatase | inhibition, % at 20 µM | 0.25% of 360,000 active | recombinant STEP, OMFP fluorogenic substrate, fluorescence;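 active = inhibition at 20 µM, scaled per plate between control wells, above about 37%, limit read from the data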;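 note: 0% = DMSO with enzyme and substrate and 100% = substrate only without enzyme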
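Measure: Control-normalized % inhibition with plate pattern correction | Test system: STEP phosphatase, cell-free reaction | Medium: pH 6.0 Bis-Tris with DTT and Tween 20 | Technique: Fluorescence, 480/540 nm | Times: Reaction 20 min, ambient temperature | Doses: Single compound dose of 20 µM, 1% DMSO final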
Rpn11 block – inhibitors of human proteasome Rpn11; O00487; human 26S proteasome, Ub4-pepOG fluorescence polarization; 20S core pre-blocked with epoxomicin; calls only at 20 µM; 0.59% of 360,000 active; AID 588493;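 active = inhibition at 20 µM, scaled to each plate's controls, above about 33%, limit read from the data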
NadD inh – NadD (S. aureus) enzyme inhibition; purified NadD enzyme, colorimetric absorbance read-out; inhibition, % at 20 µM; 0.78% of 360,000 active; AID 602399; in the data active = inhibition above about 26%; note: some compounds past the cut are filed as inactive
DNMT1 inh – DNMT1 (human) enzyme inhibition; DNMT1 molecular beacon, Hinp1I cleavage, fluorescence; P26358; 0.83% of 360,000 active; inhibition (reported as % activation of signal), % at 10 µM; in the data active = inhibition above about 50%
CendR NRP1 mod – alters CendR peptide binding to human NRP-1; O14786; FAM-RPARPAR peptide binding to NRP-1, fluorescence polarization; inhibition, % at 25 µM; 0.85% of 360,000 active; AID 602438;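 active = inhibition or corrected inhibition above about 18%, plus a signal ratio from 0.5 to 1.5, limit read from the data, passing the limit was not always enough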; note: strong numbers were not always called active
Target sequence (O14786 whole entry, looked up): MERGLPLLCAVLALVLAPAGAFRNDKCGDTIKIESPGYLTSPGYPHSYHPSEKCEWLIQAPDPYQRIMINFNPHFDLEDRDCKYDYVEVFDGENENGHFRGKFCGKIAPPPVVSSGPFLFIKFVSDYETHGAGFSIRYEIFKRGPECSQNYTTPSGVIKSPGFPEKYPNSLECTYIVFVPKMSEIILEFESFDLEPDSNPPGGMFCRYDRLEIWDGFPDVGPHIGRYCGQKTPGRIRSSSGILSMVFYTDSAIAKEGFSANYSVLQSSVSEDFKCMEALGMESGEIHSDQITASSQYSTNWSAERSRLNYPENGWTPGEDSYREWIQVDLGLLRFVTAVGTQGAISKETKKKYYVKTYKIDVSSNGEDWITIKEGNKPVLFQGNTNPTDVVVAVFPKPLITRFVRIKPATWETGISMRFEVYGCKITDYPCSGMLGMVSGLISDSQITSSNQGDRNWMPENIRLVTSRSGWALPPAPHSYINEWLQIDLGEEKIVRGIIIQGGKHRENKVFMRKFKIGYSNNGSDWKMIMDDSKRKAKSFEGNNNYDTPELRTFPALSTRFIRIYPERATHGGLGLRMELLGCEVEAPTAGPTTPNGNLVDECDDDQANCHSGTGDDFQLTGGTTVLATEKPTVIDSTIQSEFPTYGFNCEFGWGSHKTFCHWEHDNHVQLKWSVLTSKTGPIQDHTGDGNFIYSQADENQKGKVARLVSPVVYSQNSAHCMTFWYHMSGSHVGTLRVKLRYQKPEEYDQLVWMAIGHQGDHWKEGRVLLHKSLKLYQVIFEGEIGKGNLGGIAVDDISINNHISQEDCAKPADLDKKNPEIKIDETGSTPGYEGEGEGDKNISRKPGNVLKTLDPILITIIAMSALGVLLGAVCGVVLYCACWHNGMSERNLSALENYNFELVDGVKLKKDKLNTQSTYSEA
SKN-1 block – blocks SKN-1 activity in C. elegans; 0.49% of 360,000 active; C. elegans VP596 Pgst-4::GFP/RFP ratio, acrylamide-induced, 24 h; inhibition, % at 21.8 µM; AID 624304;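 active = interference check ratio from 0.5 to 1.5 plus GFP to RFP signal ratio inhibition reaching or exceeding a fixed threshold, cut at about 30% in these data, passing the limit was not always enough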; note: some compounds called inactive have numbers as strong as hits
SUMO1-SIM PPI – SUMO1-SIM interaction modulation. P63165. SUMO1 binding to a labelled peptide, TR-FRET, 1 h. inhibition, % at 20 µM. 0.33% of 360,000 active. AID 602429; in the data active = inhibition above about 37%
Starred values were filed as active, the others as inactive; i = inactive; / = no result given; & = joins results of further samples.

no.	Structure	LMPTP block	Scp-1 inhibitor	MT1-MMP act inh	STEP inh	Rpn11 block	NadD inh	DNMT1 inh	CendR NRP1 mod	SKN-1 block	SUMO1-SIM PPI
1	CC(C)CCNC(=S)Nc1ccccn1	0.1	-11	-8	0	i	10	-4	9	3	-2
2	CC(C)(C)c1ccc(-n2ncc3c2CCCC3NC(=O)CCN2CCCCC2=O)cc1 (stereo not given)	0.2	-5	-3	-1	i	-2	-1	15	1	3
3	O=C(NCc1ccccc1)C(c1cccnc1)N(C(=O)c1csnn1)c1ccccc1 (stereo not given)	0.4	-7	0	1	i	-7	1	18	5	5
4	CC(=O)N(NC(=O)c1ccccc1Cl)C1CC(=O)N(c2ccc(C)cc2)C1=O (stereo not given)	-1.9	0	3	-2	i	2	1	-7	2	0
5	O=C(COC(=O)COc1ccccc1)Nc1ccc(OC(F)(F)F)cc1	1.4	-9	4	-3	i	-4	-5	5	14	-1
6	CCCn1c(N)c(N2CCCCC2)c(=O)n(CC(=O)Nc2ccccc2C)c1=O	-3.1	-13	6	0	i	-2	1	8	5	0
7	CC(=O)NNC(=O)c1sc(=S)n(C)c1C	-1.9	-5	0	2	i	-5	0	-3	4	-3
8	COc1ccc(OC)c(/C=N/NC(=O)c2ccc(=O)[nH]n2)c1	0.1	3	-2	0	i	-2	26	3	-6	-8
9	CCCCCCC(=O)Nc1ccc(Cl)cn1	0.1	-6	1	-2	i	-6	0	-6	9	1
10	O=C(COc1coc(CN2CCN(c3cccc(Cl)c3)CC2)cc1=O)NC1CCCC1	-0.7	-2	6	-2	i	-3	9	5	6	3
11	Cc1ccnc(NC(=O)C2CC(=O)N(c3ccc4c(c3)OCCO4)C2)c1 (stereo not given)	0.2	-6	-4	-2	i	-7	1	1	8	4
12	C[C@H](CO)N1C[C@H](C)[C@@H](CN(C)Cc2ccncc2)Oc2c(NC(=O)CCC(F)(F)F)cccc2C1=O	-1.0	-8	-7	-1	i	1	1	6	-13	-1
13	COC(=O)c1ccccc1NC(=S)NC(=O)COc1ccccc1Cl	1.9	-11	-1	-2	i	-5	-10	-3	-10	3
14	C=CCNC(=O)C1CCN(c2ccc(S(=O)(=O)N3CCOCC3)cc2Cl)CC1	-1.8	-2	-3	-1	i	-6	-3	-21	-4	21
15	Cc1cc(C)cc(N(CC(=O)NCc2ccco2)S(=O)(=O)c2ccccc2)c1	-0.8	-3	0	2	i	0	0	-2	-10	1
16	CCOC(=O)C1CCN(c2cc3c(cc2NC(=O)c2ccccc2F)n(C)c(=O)n3C)CC1	2.4	1	4	6	i	7	3	19	-2	11
17	CC(OC(=O)CCN1C(=O)C2CC=CCC2C1=O)C(=O)Nc1cccc(C#N)c1 (stereo not given)	0.0	-1	1	-2	i	1	0	-1	5	4
18	C#CCOCCOCCOCCNc1nc(N2CCN(C(=O)Cn3cc(CCO)nn3)CC2)nc(N2CCN(C(=O)[C@H](Cc3ccc(O)cc3)n3cc(CCO)nn3)CC2)n1	-1.9	-4	4	-2	i	3	3	0	29	4
19	COCCCN(C(=O)CSc1nc2ccccc2c(=O)n1C)c1c(N)n(Cc2ccccc2)c(=O)[nH]c1=O	-1.5	-7	0	1	i	3	3	0	-1	4
20	Cc1noc(NS(=O)(=O)c2ccc(N/C=C\C(=O)c3ccc(Br)cc3)cc2)c1C	0.7	-7	-4	4	i	2	-3	-14	4	-4
21	CCSc1nnc(NC(=O)[C@@H](NC(=O)c2ccc(C(C)(C)C)cc2)C(C)C)s1	-0.3	-5	-8	-2	i	11	1	3	7	3
22	O=C(NCCC(NS(=O)(=O)OCC(Cl)(Cl)Cl)c1ccccc1)C(F)(F)F (stereo not given)	-1.6	-6	3	0	i	-1	-5	-11	-5	-1
23	COC(=O)c1ccc2c(=O)n(CC3CCCO3)c(SCC(=O)NCCc3ccc(S(N)(=O)=O)cc3)nc2c1 (stereo not given)	-0.1	-3	-2	-1	i	-3	0	-16	9	-1
24	CON(C)S(=O)(=O)c1ccc2c(c1)NC(=O)C1CCCN21 (stereo not given)	1.5	-1	11	0	i	10	-10	-5	-3	5
25	Cc1noc(C)c1C(=O)N1CCN(S(=O)(=O)c2ccc(F)cc2)CC1	-1.9	-10	2	-2	i	-9	-8	-8	1	0
26	COc1ccc(CCNC(=O)C2CC(=O)N(C3CCCCCCC3)C2)cc1OC (stereo not given)	-0.3	2	0	0	i	-1	0	-10	17	2
27	CCN(C(=O)COC(=O)c1cc2c(s1)CCC(C)C2)c1c(N)n(Cc2ccccc2)c(=O)[nH]c1=O (stereo not given)	-0.2	24	-4	0	i	28	15	-5	5	-3
28	O=C(COc1cc([N+](=O)[O-])cc2cccnc12)NCCC1=CCCCC1	0.4	-1	4	2	i	-2	-2	6	-26	-33
29	Cc1ccc(-c2cc(C(=O)Nc3cc(C(=O)O)ccc3C)c3ccccc3n2)cc1	1.3	0	1	-2	i	13	-1	2	4	0
30	COc1cccc(C(=O)Nc2cccc3ccccc23)c1	0.6	-5	-3	3	i	-5	-1	-3	-18	1
31	O=C(CCNS(=O)(=O)c1ccc(Br)cc1)N1CCN(c2ccccc2O)CC1	-0.1	-9	1	-2	i	4	-6	-2	6	1
32	CC(C)CC(C)NC(=O)c1ccc(C(F)(F)F)cc1 (stereo not given)	0.1	-4	-1	2	i	-5	-2	0	-22	4
33	O=C(NCC1CCCO1)c1cc(S(=O)(=O)N2CCOCC2)c(Cl)cc1Cl (stereo not given)	-0.1	0	2	0	i	5	-1	13	8	1
34	CSCCC(=O)Nc1cc(S(=O)(=O)N2CCOCC2)ccc1N1CCN(C)CC1	-1.7	-2	2	0	i	0	2	-2	6	3
35	COC(=O)c1ccc(CN(C(C)=O)c2ccccc2)o1	-0.1	-4	-3	0	i	-3	1	9	-25	-4
36	CCCC12CN3CC(C)(CN(C1)C3c1ccc([N+](=O)[O-])o1)C2=O (stereo not given)	-0.5	-11	-2	-2	i	1	3	11	14	-26
37	O=c1c2ccccc2nnn1Cc1nnc(-c2ccccc2Br)o1	1.6	-8	-7	3	i	1	-1	-2	25	-3
38	CCN(C(=O)CSc1nnc(-c2ccncc2)n1-c1ccccc1)C1CCS(=O)(=O)C1 (stereo not given)	-2.0	-4	4	0	i	-12	-3	-15	-14	-3
39	Cc1ccc(-n2ncc(C(=O)Nc3cc(Cl)ccc3Cl)c2C2CCNCC2)cc1	-0.7	8	-10	0	i	-5	-4	-2	4	-3
40	CCC1Nc2ncnc(N3CCc4ccccc4C3)c2N(Cc2ccc(Cl)cc2)C1=O (stereo not given)	-1.5	11	0	1	i	27	-16	8	-13	5

Single records (already shown). Order of screens: LMPTP block | Scp-1 inhibitor | MT1-MMP act inh | STEP inh | Rpn11 block | NadD inh | DNMT1 inh | CendR NRP1 mod | SKN-1 block | SUMO1-SIM PPI
Listed for `COc1ccc(OC)c(/C=N/NC(=O)c2ccc(=O)[nH]n2)c1` → 0.1 | 3 | -2 | 0 | i | -2 | 26 | 3 | -6 | -8
Listed for `CC(=O)N(NC(=O)c1ccccc1Cl)C1CC(=O)N(c2ccc(C)cc2)C1=O` (stereo not given) → -1.9 | 0 | 3 | -2 | i | 2 | 1 | -7 | 2 | 0
Listed for `O=C(COC(=O)COc1ccccc1)Nc1ccc(OC(F)(F)F)cc1` → 1.4 | -9 | 4 | -3 | i | -4 | -5 | 5 | 14 | -1
Listed for `CSCCC(=O)Nc1cc(S(=O)(=O)N2CCOCC2)ccc1N1CCN(C)CC1` → -1.7 | -2 | 2 | 0 | i | 0 | 2 | -2 | 6 | 3
Listed for `O=C(NCC1CCCO1)c1cc(S(=O)(=O)N2CCOCC2)c(Cl)cc1Cl` (stereo not given) → -0.1 | 0 | 2 | 0 | i | 5 | -1 | 13 | 8 | 1

Following part:
no.	Structure	LMPTP block	Scp-1 inhibitor	MT1-MMP act inh	STEP inh	Rpn11 block	NadD inh	DNMT1 inh	CendR NRP1 mod	SKN-1 block	SUMO1-SIM PPI
41	COc1ccc(NC(=O)CC2C(=O)N(Cc3ccco3)C(=S)N2C(C)C)cc1 (stereo not given)	1.7	-7	3	0	i	-3	-4	0	-7	-2
42	COc1ccc([C@H]2C(C#N)=C([S-])N[C@](C)(O)[C@@H]2[n+]2ccccc2)cc1	49*	-8	-14	-1	i	45*	47	-23	0	-34
43	Cc1ccc(CN2C(=O)C(CC(C)C)Nc3ncnc(N4CCOCC4)c32)cc1 (stereo not given)	-2.8&-0.9	8	3&-2	3&2	i	-6&-4	2&2	11&10	14&22	2&3
44	CSc1ccc(CN(C)CC(=O)NC(=O)NCCC2=CCCCC2)cc1	1.0	-4	3	2	i	-5	-5	-1	3	3
45	C/C(=N\NC(=O)Nc1ccccc1)c1ccccc1	-0.8	-2	-3	1	i	-8	-3	-9	-9	-3
46	Cc1ccc(CN2C(=O)CCC2C(=O)NC2CCCC2)cc1 (stereo not given)	0.9	3	2	-13	i	-3	1	12	27	-1
47	CCc1ccc(NC(=O)C2=CC=CN3CCS(=O)(=O)N=C23)cc1	-0.6	29	2	6	i	6	-5	0	-4	-12
48	CCCC(=O)N1CCCC1(C)C(=O)Nc1cc(C)ccc1C (stereo not given)	-1.7	/	-1	-3	i	-4	5	10	1	8
49	c1ccc2c(c1)[nH]c1c3ccccc3sc21	2.8	-8	-7	-2	i	-2	7	-8	1	-5
50	CN1CCN(S(=O)(=O)c2cccs2)CC1	0.1	-4	1	0	i	1	2	10	-1	-2

Five compounds from above, showing only SUMO1-SIM PPI and NadD inh:
entry	molecule	SUMO1-SIM PPI	NadD inh
46	Cc1ccc(CN2C(=O)CCC2C(=O)NC2CCCC2)cc1 (stereo not given)	-1	-3
47	CCc1ccc(NC(=O)C2=CC=CN3CCS(=O)(=O)N=C23)cc1	-12	6
48	CCCC(=O)N1CCCC1(C)C(=O)Nc1cc(C)ccc1C (stereo not given)	8	-4
49	c1ccc2c(c1)[nH]c1c3ccccc3sc21	-5	-2
50	CN1CCN(S(=O)(=O)c2cccs2)CC1	-2	1

Structures above that bear a hit mark in LMPTP block:
No.	structure	LMPTP block	Scp-1 inhibitor	MT1-MMP act inh	Rpn11 block	NadD inh	DNMT1 inh	CendR NRP1 mod	SKN-1 block	SUMO1-SIM PPI
42	COc1ccc([C@H]2C(C#N)=C([S-])N[C@](C)(O)[C@@H]2[n+]2ccccc2)cc1	49*	-8	-14	i	45*	47	-23	0	-34
